High-throughput results from PubChem.
Bim-Bfl-1: human Bim-Bfl-1 interaction inhibition | Q16548 | Bead-based flow cytometry, Bim-Bfl-1 binding inhibition | inhibition, % at 10 µM | 0.12% of 190,000 active;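 also: 0% = wells without compound plus tracer and 100% = blocker peptide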
Rac1 act GTP bind: alters GTP binding to activated mutant human Rac1. 0.11% of 190,000 active. GST-Rac1 activated beads, fluorescent GTP binding, flow cytometry; actives lie on both sides; 100% means binding = to untreated wells. percent activity (GTP binding), % at 10 µM. AID 764. P63000;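 active = GTP binding at least 20 percentage points away from the 100% baseline, in either direction, so actives lie on both sides; inconclusive = Compound likely fluorescent itself, or too few beads counted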
Rab2 wt GTP: changes GTP binding to wildtype dog Rab2A, up or down | P61105 | GST-Rab2 wt beads, Bodipy-GTP binding, flow cytometry | GTP binding activity, % at 10 µM | 0.19% of 190,000 active | AID 760;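 active = GTP binding activity at least 20 points away from 100%, either lowered or raised; inconclusive = signal likely due to the compound's own green fluorescence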;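 also: 0% = beads with excess unlabeled GTP and 100% = no-compound control corrected for plate trend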
Rab7 wt modul: alters GTP binding to wildtype dog Rab7; GST-Rab7 beads, fluorescent GTP binding, flow cytometry; actives lie on both sides; untreated = 100%, excess cold GTP = 0%; GTP binding activity (percent of control), % at 10 µM; 0.055% of 190,000 active; AID 758;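 active = fluorescent GTP binding to Rab7 beads changed by at least 20 points from the 100% baseline, either direction, mostly lower; inconclusive = compound itself probably fluorescent, or too few beads counted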;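 also: median green fluorescence of bound Bodipy-FL-GTP per Rab7 bead population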
Bim-Bcl-W: disrupts Bim peptide binding to human Bcl-W | Q92843 | bead-based flow cytometry | inhibition, % at 10 µM | 0.02% of 190,000 active | AID 952;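 also: 0% = bound tracer without compound and 100% = peptide blocker; higher means less fluorescent Bim peptide bound to Bcl-W beads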
Target sequence (Q92843 whole entry, looked up): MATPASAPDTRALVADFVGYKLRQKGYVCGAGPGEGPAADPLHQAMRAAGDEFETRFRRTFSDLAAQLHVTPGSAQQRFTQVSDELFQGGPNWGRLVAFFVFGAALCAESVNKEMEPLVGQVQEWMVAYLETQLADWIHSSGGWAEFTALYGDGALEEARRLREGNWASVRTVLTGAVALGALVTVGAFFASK
Rac1 wt GTP bind: human Rac1 wildtype GTP binding, inhibitors and activators | GST-Rac1 beads, fluorescent GTP binding, flow cytometry; actives lie on both sides; 0 = cold GTP competed, 100 = untreated | GTP binding activity (% of control), % at 10 µM | 0.27% of 190,000 active;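 active = GTP binding activity at least 20 points away from the 100% control level, either lower or higher; inconclusive = compound flagged as likely green fluorescent, judged across all proteins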
Bim-Bcl-B: disrupts Bim peptide binding to human Bcl-B. Q9HD36. bead-based flow cytometry. inhibition, % at 10 µM. 0.073% of 190,000 active;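 also: 0% = tracer peptide without compound and 100% = reference inhibitor peptide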
Cdc42 wt: modulators (inhibitors or activators) of GTP binding to human Cdc42 wildtype; P60953; GST-Cdc42 beads, Bodipy-GTP binding, flow cytometry; actives lie on both sides; percent activity (GTP binding), % at 10 µM; 0.2% of 190,000 active; AID 761;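 active = percent activity GTP binding at least 20 points away from the 100% baseline, either down as inhibitor or up as activator; inconclusive = compound flagged as likely green fluorescent from well-wide comparison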;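 also: median bead fluorescence of bound Bodipy-FL-GTP at 100 nM; 0% = excess unlabeled GTP control and 100% = no compound control; below 100% means less GTP binding so inhibitor and above means activator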
Target sequence (P60953 whole entry, looked up): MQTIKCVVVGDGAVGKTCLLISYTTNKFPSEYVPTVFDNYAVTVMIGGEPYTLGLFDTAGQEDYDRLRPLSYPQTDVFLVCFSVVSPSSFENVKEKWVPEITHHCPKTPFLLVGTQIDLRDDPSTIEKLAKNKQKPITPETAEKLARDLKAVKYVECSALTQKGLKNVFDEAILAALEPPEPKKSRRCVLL
Bim-Bcl-XL: human Bim-Bcl-XL interaction inhibition; Q07817; Bim peptide-Bcl-XL binding, bead flow cytometry, fluorescence; inhibition, % at 10 µM; 0.04% of 190,000 active
Target sequence (Q07817 whole entry, looked up): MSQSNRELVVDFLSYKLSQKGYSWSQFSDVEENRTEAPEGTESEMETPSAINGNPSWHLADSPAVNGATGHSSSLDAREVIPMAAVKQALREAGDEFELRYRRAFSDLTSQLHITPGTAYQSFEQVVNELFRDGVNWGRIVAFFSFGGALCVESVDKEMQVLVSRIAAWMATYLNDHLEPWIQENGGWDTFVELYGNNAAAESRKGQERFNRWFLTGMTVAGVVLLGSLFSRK
HRas wt GTP: modulators of GTP binding to human HRas wildtype | P01112 | AID 759 | 0.14% of 190,000 active | GTP binding activity, % at 10 µM | GST-Ras wt beads, Bodipy-FL-GTP binding, flow cytometry; actives lie on both sides;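 active = GTP binding activity at least 20% away from the 100% baseline, either lowered as inhibitor or raised as activator; inconclusive = flagged as likely green fluorescent, judged across all proteins in the well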;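 also: 0% = unlabeled GTP competition control and 100% = no-compound control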
Target sequence (P01112 whole entry, looked up): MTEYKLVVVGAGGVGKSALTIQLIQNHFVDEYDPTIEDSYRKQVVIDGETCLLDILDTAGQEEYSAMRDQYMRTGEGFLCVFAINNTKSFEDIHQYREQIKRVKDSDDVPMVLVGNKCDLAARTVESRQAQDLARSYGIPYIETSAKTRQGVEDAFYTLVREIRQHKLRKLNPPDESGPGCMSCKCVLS
Bcl-2 Bim block: disrupts Bim peptide binding to human Bcl-2. P10415. Bead-based flow cytometry, Bim peptide-Bcl-2 binding. inhibition, % at 10 µM. 0.06% of 190,000 active; in the data active = inhibition above about 40%; inconclusive = no clear call, values can overlap the other calls;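 also: 0% = no compound wells with probe peptide and 100% = reference peptide inhibitor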
The depositor's hits bear a star; ? = inconclusive. Rule as the data show it, unless noted: active = inhibition above about 40%.

SMILES	Bim-Bfl-1	Rac1 act GTP bind	Rab2 wt GTP	Rab7 wt modul	Bim-Bcl-W	Rac1 wt GTP bind	Bim-Bcl-B	Cdc42 wt	Bim-Bcl-XL	HRas wt GTP	Bcl-2 Bim block
CCOP(=O)(OCC)C(NC(=O)Nc1ccccc1)c1ccccc1 (stereo not given)	0	101	99	103	-5	104	-7	104	-5	100	-4
CC(C)C(c1nnnn1Cc1ccc(F)cc1)N1CCSCC1 (stereo not given)	-25	101	104	101	-6	108	-12	105	-10	103	-11
CCCSc1nc(-c2ccccc2)cc(C(F)(F)F)c1C#N	-13	102	101	100	-7	109	-14	105	-4	101	-6
CCCN(CC1CC1)C(=S)NC(=O)c1ccc(S(=O)(=O)N2CCOCC2)cc1	1	94	97	102	-5	100	-27	96	-6	97	-1
COc1ccc(NC(=O)CSc2nc(N)c(C#N)cc2C#N)cc1	-4	98	93	92	5	98	-4	99	0	95	1
CCOC(=O)CNC(=O)CSc1nnc(Cn2cnc3ccccc32)n1C	0	97	97	99	0	99	0	99	0	99	0
COc1ccc(C(=O)NC(C)c2nnc(SCC(=O)Nc3nc4ccccc4s3)n2C)cc1 (stereo not given)	-2	98	99	100	-1	100	-5	100	-2	100	0
O=C(c1sc2ccccc2c1Cl)N1CCN(c2ccc(F)cc2)CC1	-2	101	102	101	0	103	0	100	0	103	0
COc1ccc(CCNC(=O)CSc2c[nH]c3ccccc23)cc1OC	-9	95	96	100	0	97	-11	96	-3	97	-5
O=C(NCc1cccs1)c1cnc2sccn2c1=O	-11	102	102	100	-3	103	-5	105	-4	102	-2
CCOc1ccc(NC(=O)CN(c2ccc([N+](=O)[O-])cc2)S(=O)(=O)c2ccccc2)cc1	0	98	98	102	-2	103	-5	101	-4	100	0
CC(=O)c1c(C)[nH]c(C(=O)CSc2ncnc3sc(-c4ccccc4)cc23)c1C	-12	97	96	93	-11	97	-14	98	-8	97	-14
CCOC(=O)CSc1nnc(-c2ccc(Cl)cc2Cl)o1	-9	100	102	102	7	106	-2	105	-1	103	0
Cc1cccc(NC(=O)CCN2CCN(C/C=C/c3ccccc3)CC2)c1	-11	101	101	99	-1	107	-4	103	-2	101	-1
O=C1NC(Cc2ccccc2)C(=O)N1CC(=O)N1CCCc2ccccc21 (stereo not given)	-4	94	100	102	1	97	0	96	-2	98	-1
CCN(CC)C(=O)Cn1cnc2sc(C(=O)N3CCN(Cc4ccc5c(c4)OCO5)CC3)c(C)c2c1=O	-4	96	104	108	5	100	0	100	-2	104	-4
CC(C)NC(=O)c1ccc(C2SCC(=O)N2Cc2ccccc2)cc1 (stereo not given)	1	96	96	96	-4	99	0	94	-4	96	-5
O=C(O)CCn1cc(/C=C\C(=O)c2ccc(Cl)cc2)c(-c2cccc(Br)c2)n1	-10	92	92	96	-5	95	-7	91	-9	96	-5
C/C(=N/NC(=O)c1ccncc1)c1c[nH]c2ccccc12	10	92	96	102	-1	95	6	93	-4	94	9
CN(c1cccc(NC(=O)CN(c2cccc(Cl)c2)S(=O)(=O)c2ccccc2)c1)S(C)(=O)=O	-4	99	99	101	-1	104	-2	104	-1	101	-4
CCN(C(=S)Nc1ccc(Oc2ccccc2)cc1)c1ccccc1	0	98	99	102	-8	103	-4	101	-5	99	1
O=C(C1CCCO1)N1CCC(c2nc3ccccc3[nH]2)CC1 (stereo not given)	-6	99	103	102	-2	103	-8	98	-4	100	-6
COc1ccc(N/C=C/C(=O)c2ccc(Cl)cc2)cc1	1	98	99	96	-1	104	-2	101	-1	101	0
Cc1ccc2nc(-c3ccccn3)cc(C(=O)Nc3ccc(S(=O)(=O)N4CCOCC4)cc3)c2c1	3	96	102	104	0	95	1	95	0	98	0
Cc1cc2n(n1)C(c1sccc1C)Nc1c(C)cccc1-2 (stereo not given)	-10	100	105	106	3	108	-8	105	-2	104	-9
O=C1/C(=C\c2cccnc2)CCc2ccccc21	-19	97	100	97	-2	102	-8	100	-6	99	-10
Cc1cc(C(=O)N/N=C/c2cc(Br)ccc2OC(=O)c2ccccc2Cl)n[nH]1	-7	96	94	96	0	99	-2	96	-3	95	0
O=C(N/N=C\c1c(O)ccc2ccccc12)c1ccc(S(=O)(=O)N2CCCCC2)cc1	2	103	105	102	-8	104	-26	100	-4	104	-21
O=C(NCc1ccccc1)c1cccc(COc2cc(Cl)ccc2Cl)c1	-17	100	100	104	-8	100	-15	100	-13	101	-9
CCCc1nc2c(sc3nc4c(cc32)COC(C)(C)C4)c(=O)n1CCN(CC)CC	-5	95	100	102	0	98	-2	99	-3	94	-1

A portion from the list above, as a working copy:
SMILES	Bim-Bfl-1	Rac1 act GTP bind	Rab2 wt GTP	Rab7 wt modul	Bim-Bcl-W	Rac1 wt GTP bind	Bim-Bcl-B	Cdc42 wt	Bim-Bcl-XL	HRas wt GTP	Bcl-2 Bim block
O=C(O)CCn1cc(/C=C\C(=O)c2ccc(Cl)cc2)c(-c2cccc(Br)c2)n1	-10	92	92	96	-5	95	-7	91	-9	96	-5
C/C(=N/NC(=O)c1ccncc1)c1c[nH]c2ccccc12	10	92	96	102	-1	95	6	93	-4	94	9
CN(c1cccc(NC(=O)CN(c2cccc(Cl)c2)S(=O)(=O)c2ccccc2)c1)S(C)(=O)=O	-4	99	99	101	-1	104	-2	104	-1	101	-4
CCN(C(=S)Nc1ccc(Oc2ccccc2)cc1)c1ccccc1	0	98	99	102	-8	103	-4	101	-5	99	1
O=C(C1CCCO1)N1CCC(c2nc3ccccc3[nH]2)CC1 (stereo not given)	-6	99	103	102	-2	103	-8	98	-4	100	-6
COc1ccc(N/C=C/C(=O)c2ccc(Cl)cc2)cc1	1	98	99	96	-1	104	-2	101	-1	101	0
Cc1ccc2nc(-c3ccccn3)cc(C(=O)Nc3ccc(S(=O)(=O)N4CCOCC4)cc3)c2c1	3	96	102	104	0	95	1	95	0	98	0
Cc1cc2n(n1)C(c1sccc1C)Nc1c(C)cccc1-2 (stereo not given)	-10	100	105	106	3	108	-8	105	-2	104	-9
O=C1/C(=C\c2cccnc2)CCc2ccccc21	-19	97	100	97	-2	102	-8	100	-6	99	-10
Cc1cc(C(=O)N/N=C/c2cc(Br)ccc2OC(=O)c2ccccc2Cl)n[nH]1	-7	96	94	96	0	99	-2	96	-3	95	0
O=C(N/N=C\c1c(O)ccc2ccccc12)c1ccc(S(=O)(=O)N2CCCCC2)cc1	2	103	105	102	-8	104	-26	100	-4	104	-21
O=C(NCc1ccccc1)c1cccc(COc2cc(Cl)ccc2Cl)c1	-17	100	100	104	-8	100	-15	100	-13	101	-9
CCCc1nc2c(sc3nc4c(cc32)COC(C)(C)C4)c(=O)n1CCN(CC)CC	-5	95	100	102	0	98	-2	99	-3	94	-1

(more compounds)
SMILES	Bim-Bfl-1	Rac1 act GTP bind	Rab2 wt GTP	Rab7 wt modul	Bim-Bcl-W	Rac1 wt GTP bind	Bim-Bcl-B	Cdc42 wt	Bim-Bcl-XL	HRas wt GTP	Bcl-2 Bim block
Cc1ccc(C(=O)N/C(=C\c2sccc2C)C(=O)NCc2ccco2)cc1	0	100	101	97	0	103	0	101	0	102	0
O=C1CC(c2ccco2)CC(O)=C1C=NCC1NCCc2ccccc21 (stereo not given)	-16	103	104	102	0	110	-7	106	-4	103	-8
CN(C)c1nc(C#N)nc(N(C)C)n1	-2	94	96	91	0	96	-3	97	-2	95	-1
Cc1cc(C)c2oc(-c3ccc(C)c(NC(=S)NC(=O)/C=C/c4ccco4)c3)nc2c1	-1	90	92	93	-2	86	-2	92	2	93	-4
Cc1c(C(=O)N2CCN(C)CC2)oc2c1C(=O)CC(C)(C)C2	-10	100	102	100	0	107	-6	104	-3	103	-5
COc1cc(N2CCCC2)ccc1[N+](=O)[O-]	-2	103	99	99	-2	103	-8	102	-8	101	-2
Cc1ccccc1Cn1c(=N)n(CC(=O)c2ccc([N+](=O)[O-])cc2)c2ccccc21	1	100	99	95	-3	97	-6	95	-6	98	1
COc1cc(/C=C/C(=O)OCC(=O)Nc2ccc(S(=O)(=O)N3CCCC3)cc2)ccc1O	-5	?	?	?	-15	?	-15	?	-18	?	-8
COc1ccc(C(=O)Nc2nccs2)cc1[N+](=O)[O-]	-17	97	95	100	-4	100	-1	100	-4	97	-6
O=C(Cn1nnc2ccccc2c1=O)Nc1ccc2c(c1)CCC2	-9	101	102	104	2	107	-6	106	-2	103	-9
CCN(CC)CC(=O)NC12CC3CC(CC(C3)C1)C2	2	97	101	105	1	103	1	100	3	103	4
O=S(=O)(Nc1ccc(-n2cccc2)cc1)c1ccccc1	-3	92	93	91	0	92	-1	94	-15	95	-1
N#CCCCn1c(=O)oc2ccccc21	-5	95	100	102	-3	93	-5	95	-3	99	-1
Cc1c(C(=O)C(=O)N2c3ccc(F)cc3CCC2C)c2ccccc2n1C (stereo not given)	-5	99	100	100	-5	105	-12	102	-10	100	-6
COc1ccc(/C=C/C(=O)Oc2ccc(C)c(C)c2)cc1OC	-4	93	95	95	0	97	-2	91	-2	94	-1
CN(C)C(CNC(=O)c1ccc(NC(=O)CC#N)cc1)c1ccccc1 (stereo not given)	-3	100	97	102	1	102	1	97	0	99	2
Cc1ccc(C(=O)NCC(=O)NCC(=O)OCC(=O)c2ccc(F)cc2)cc1	1	99	97	100	-1	103	0	98	0	100	-2
CCOC(=O)C(NC(=O)c1cccc(Cl)c1)(Nc1sc2c(c1C(N)=O)CCC2)C(F)(F)F (stereo not given)	-6	100	99	100	-3	100	-15	100	-7	99	-3
COc1ccccc1NC(=O)Nc1ccc2c(c1)nc(C)n2C	0	97	99	98	1	98	4	98	3	96	0
Cc1ccc(C)c(OCCN2C(=O)NC3(CCc4ccccc4C3)C2=O)c1 (stereo not given)	-3	94	96	99	-6	97	-7	95	-6	97	-1
N#Cc1c(-c2ccccc2)cc2nc3ccccc3n2c1N	-3	97	96	94	-5	100	-5	100	-4	96	-3
COc1ccc(-c2[nH]nc(-c3ccccc3)c2-c2nc3ccccc3[nH]2)cc1	0	97	96	101	-2	97	0	97	0	99	-1
CCc1nnc(NC(=O)Cc2ccc(Br)cc2)s1	14	?	?	?	3	?	12	?	-4	?	32

Hits appear at their usual frequency. About 0.62% of those tested had a hit in this group.
